Artemis endo inh: blocks endonuclease activity of human Artemis | inhibition, % at 10 µM | 30,000 compounds, 0.78% hits | AID 686954 | recombinant Artemis, quenched FAM hairpin cleavage fluorescence;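 active = at 10 µM dose, at least 30% inhibition, measured as corrected fluorescence normalized to stimulator and neutral control wells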
Target sequence (Q96SD1 whole entry, looked up): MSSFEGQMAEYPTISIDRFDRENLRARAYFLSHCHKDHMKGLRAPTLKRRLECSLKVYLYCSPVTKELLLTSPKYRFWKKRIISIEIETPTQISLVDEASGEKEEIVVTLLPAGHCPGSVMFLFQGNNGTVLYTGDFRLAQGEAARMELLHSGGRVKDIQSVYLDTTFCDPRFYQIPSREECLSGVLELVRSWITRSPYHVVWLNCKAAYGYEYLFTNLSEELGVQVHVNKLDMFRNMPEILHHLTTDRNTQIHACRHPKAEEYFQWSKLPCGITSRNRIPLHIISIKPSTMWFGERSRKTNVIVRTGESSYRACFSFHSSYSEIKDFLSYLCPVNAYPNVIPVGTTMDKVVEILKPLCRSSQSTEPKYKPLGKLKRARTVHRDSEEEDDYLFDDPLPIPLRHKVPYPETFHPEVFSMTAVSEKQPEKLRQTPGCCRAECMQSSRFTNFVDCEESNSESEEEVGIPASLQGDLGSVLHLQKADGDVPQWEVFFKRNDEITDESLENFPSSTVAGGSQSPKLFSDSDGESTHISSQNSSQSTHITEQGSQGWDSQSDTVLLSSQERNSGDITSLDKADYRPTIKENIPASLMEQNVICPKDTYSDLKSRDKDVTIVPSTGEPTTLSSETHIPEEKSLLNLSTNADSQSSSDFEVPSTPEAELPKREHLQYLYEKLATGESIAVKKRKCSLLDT
* = called active by the depositor. Only part of the results is shown; rates above refer to the full screens.

compound	Artemis endo inh
COC(=O)c1ccc2c(c1)S(=O)(=O)NC(=NCc1ccco1)S2	-6
CC(C)CN1C(=O)NC(NC(=O)c2ccco2)(C(F)(F)F)C1=O (stereo not given)	7
CCN1CCN(c2c(Cl)cccc2NC(=O)c2ccc(Br)o2)CC1	3
COC(=O)c1ccc(-c2cc(C(=O)O)c3cc4c(cc3n2)OCCO4)cc1	-6
CC(C)c1ccc(Nc2nc(NCc3ccco3)nc(N3CCOCC3)n2)cc1	21
COc1cc(C)c(C)cc1S(=O)(=O)N1CCN(Cc2ccc3c(c2)OCO3)CC1	7
COc1ccccc1N1CCN(C(c2ccccc2Cl)c2nnnn2C(C)(C)C)CC1 (stereo not given)	3
Cn1c(=O)c2cn(-c3cccc4ccccc34)cc2n(C)c1=O	6
COc1cc2c(cc1NC(=S)Nc1ccccc1C)oc1ccccc12	7
Cc1ccc2nc(CSc3nnc(Cc4cccs4)n3C3CCCCC3)cc(=O)n2c1	8
CC(C)CCn1c(NCCN(C)C)nc2c1c(=O)[nH]c(=O)n2C	0
N=c1c2c3c(sc2nc2n1CCCCC2)CCCC3	-6
CCn1c2ccccc2c2cc(NS(=O)(=O)c3ccccc3C)ccc21	3
CC(C(=O)Nc1ncc2c(n1)CC(C)(C)CC2=O)N1C(=O)c2ccccc2C1=O (stereo not given)	6
CCOC(=O)c1cnc(SC2CC(=O)N(c3ccccc3)C2=O)nc1N (stereo not given)	-2
COc1ccc(C(=O)c2ccc(Cl)cc2Cl)cc1	-14
Cc1nn(-c2cc(N3CCNCC3)ccc2[N+](=O)[O-])c(=O)c2ccccc12	-4
O=C(O)CCSc1nc2ccc(Br)cc2[nH]1	-16
COc1ccc2[nH]c(=O)c(CN(CCN(C)C)C(=O)NCc3ccccc3)cc2c1	-11
Cc1noc(C)c1Cc1c(Cl)cccc1Cl	4
CC(C)Cn1c(-c2ccc(C#N)cc2)nc2c1c(=O)[nH]c(=O)n2CC(C)C	1
CS(=O)(=O)N(CCc1ccccc1)CC(=O)NCc1ccc2c(c1)OCO2	1
CCc1nnc(SCCSc2nnc(CC)n2N)n1N	-7
Cc1ccc(C)c(S(=O)(=O)NCc2ccc(C(=O)NCc3ccco3)cc2)c1	9
COc1cccc(C2C(C(=O)c3cc4cccc(OC)c4o3)=C(O)C(=O)N2c2cc(C)on2)c1OC (stereo not given)	19
CN=Cc1c(NC)nc2c(C)cccn2c1=O	-4
CCOC(=O)NCC(C#CCN(CC)CC)N(CC)CC (stereo not given)	-1
Cc1ccc(Nc2nc(N)nc(CSc3nncn3C)n2)cc1	1
C=CC(=O)N1c2ccccc2Sc2ccc(NC(=O)OCC)cc21	-5
CCC(=O)Nc1cccc(NC(=S)NC(=O)c2ccccc2Cl)c1	-4
CCOc1ccc(N2C(=O)CC(N3CCN(c4ccccc4F)CC3)C2=O)cc1 (stereo not given)	-1
C=CCn1c(SCc2ccc3nonc3c2)nnc1-c1cccs1	10
O=c1[nH]c2ccc(S(=O)(=O)N3CCCCC3)cc2[nH]c1=O	-11
CCC(=O)N1CCN(c2ccccc2NC(=O)Cc2ccccc2)CC1	-1
CCOc1nc(Nc2cc(Cl)ccc2OC)nc(OCC)n1	6
CCC(c1nnnn1Cc1ccco1)N(CCc1ccccc1)Cc1cc2cccc(C)c2[nH]c1=O (stereo not given)	12
COCCCNC(=O)C(C#N)c1nc2ccccc2nc1N1CCN(Cc2ccccc2)CC1 (stereo not given)	5
Cc1ncn(C23CC4CC(CC(O)(C4)C2)C3)n1	-5
CC(C)CCOc1ccc(Cl)cc1CN1CCOCC1	-11
O=C(C1CCC(CNS(=O)(=O)c2cccs2)CC1)N1CCCCC1 (stereo not given)	-1

Shown field by field: part of the list above
SMILES: Cc1ccc2nc(CSc3nnc(Cc4cccs4)n3C3CCCCC3)cc(=O)n2c1
  Artemis endo inh = 8
SMILES: Cc1noc(C)c1Cc1c(Cl)cccc1Cl
  Artemis endo inh = 4

Other structures.
compound	Artemis endo inh
O=C(NC1CCCC1)C1CCCN1C(=O)Nc1ccccc1Cl (stereo not given)	-4
Cc1cc(NCc2ccc(F)cc2Cl)n2nnnc2n1	-2
Cc1cccc2cc3c(nc12)SC(=NCC1CCCO1)N(Cc1ccco1)C3 (stereo not given)	15
O=C(NCc1ccco1)Nc1ccc(Br)cc1	0
COc1ccc(NC(=O)c2cccc(F)c2)cc1Cl	-13
COc1ccc(OC)c(NC(=O)C2CCCN2C(=O)OCc2ccccc2)c1 (stereo not given)	0
c1ccc2c(c1)c1ccccc1n1c(-c3ccc4c(c3)OCO4)nnc21	23
O=C(NCc1ccc2c(c1)OCO2)c1cccc(Cl)c1	5
CCOC(=O)N1CCC(NC(=O)CCC(=O)N2CC(C)Oc3ccc(C)cc32)CC1 (stereo not given)	-4
CC(C)(CO)Nc1ccc([N+](=O)[O-])cc1[N+](=O)[O-]	11
CCOC(=O)N1CCN(C(=O)CN(Cc2ccc(Cl)cc2)S(C)(=O)=O)CC1	7
COC(=O)C1C(=O)CC(C)(O)C(C(=O)OC)C1c1ccccc1F (stereo not given)	2
Cc1cc(C)n(-c2nc(C)nc(NCc3ccccc3)n2)n1	-2
C=CCNC(=S)NNC(=O)c1ccc(OCCC)cc1	-7
CCN1CCN(C(=O)C2(NC(=O)Nc3cccc(F)c3)CCCCC2)CC1	-6
Cc1cccc(CS(=O)(=O)Cc2ccc(C(=O)NCc3cccnc3)o2)c1	-1
CCCc1c(C)c2cc(C)ccc2[nH]c1=O	1
CCc1ccc2[nH]c(=O)c(CN(CCCN3CCOCC3)C(=O)Nc3ccc(Cl)cc3)cc2c1	12
CC1(C)Cc2c(cnn2-c2ccccc2)-c2c1c1ccccc1n2CC(O)CBr (stereo not given)	3
CC1CC(=O)C=C(O)C1C(=O)OC(C)(C)C (stereo not given)	7

The closing 2 entries of the section before open the next one:
compound	Artemis endo inh
CC1(C)Cc2c(cnn2-c2ccccc2)-c2c1c1ccccc1n2CC(O)CBr (stereo not given)	3
CC1CC(=O)C=C(O)C1C(=O)OC(C)(C)C (stereo not given)	7
CC(C)(C)NC(=O)CSc1nncn1NCc1cccc2ccccc12	3
Cc1nc2ccc(S(=O)(=O)NCC(=O)N3CCCC(C)C3)cc2s1 (stereo not given)	3
CSc1cccc(NC(=O)CSc2ccc(C)cc2)c1	3
Cc1cc(C)n2c(SCc3ccc(Cl)cc3Cl)nnc2n1	-1
COc1ccccc1-c1noc(-c2ccccc2C(=O)N2CCOCC2)n1	-8
CCNc1nc(NC(C)C)nc(SCCOc2ccc(C)cc2)n1	10
CC(C)C(C(=O)O)N1C(=O)/C(=C/C=C/c2ccco2)SC1=S (stereo not given)	39*
OC(COc1ccc2ccccc2c1Br)Cn1ccnc1 (stereo not given)	3
O=C(CCCCCN1C(=O)c2ccccc2C1=O)NCCc1nc2ccccc2[nH]1	-6
CCn1c(SCC(=O)N2CCN(c3ccc(F)cc3)CC2)nc2ccccc2c1=O	14
COc1cccc(NC(=O)COC(=O)c2ccco2)c1	2
COc1ccc(N/C=C(/C(C)=O)c2ccccc2)cc1	-3
COc1ccc(C(=O)c2c[nH]c(C(=O)NCc3cccs3)c2)cc1	-6
CCN(CC)c1nc(-c2ccccc2)cc(C(F)(F)F)c1C#N	-4
C/C=C/Cn1c(SC)nc2c1c(=O)[nH]c(=O)n2C	1
C/C(=C\C(=O)c1ccc(Br)cc1)Nc1cccc(Cl)c1	6
COc1cccc(C2=N/C(=C\N(C)C)C(=O)O2)c1	1
Oc1cccc(-c2nc3ccccc3s2)c1	1
CCn1c(=O)c(NC(=O)c2ccccc2)c2n(c1=S)CCCCC2	8
COc1ccccc1N1CCN(C(=O)c2ccc(Cl)c(S(=O)(=O)NCc3ccco3)c2)CC1	-6
Cc1ncc(S(=O)(=O)c2ccccc2)c(-c2ccc(Cl)cc2Cl)n1	-5
CCNC(=O)N(C)c1nncnc1C(=O)NC	-7
CCC(=O)N(CCc1ccccc1C)Cc1cc2cc3c(cc2[nH]c1=O)OCO3	5
Cc1cc(C2C(C#N)=C(N)OC3=C2C(=O)CC(C)(C)C3)c(C)s1 (stereo not given)	1
C1CNCCOCCNCCN1	-4
COc1ccc(CNC(=S)Nc2cccc(C)c2C)cc1	0
O=C(NC1CCCCC1)N1CCc2[nH]c3ccccc3c2C1	11
O=C(CCN1C(=O)c2ccccc2C1=O)OCN1C(=O)c2ccccc2C1=O	1
Cc1noc(NC(=O)c2ccc(F)cc2)c1C#N	-3
COc1ccc(C(C#N)N2N=C(C)CC2(C)C)cc1OC (stereo not given)	-1
Cc1cc2nc(C)n3c4ccccc4nc3n2n1	5
OC(Cn1ccnc1)c1ccc(Cl)cc1Cl (stereo not given)	-1
O=S(=O)(Nc1nc2c(s1)CCCC2)c1ccc(Br)cc1	6
Cc1csc(NC(=O)CCS(=O)(=O)c2ccc(Br)cc2)n1	-6
COc1cc(NC(=O)C2COc3ccccc3O2)c(OC)cc1Cl (stereo not given)	11
CCN(CC)S(=O)(=O)c1ccc(N2CCN(S(=O)(=O)c3ccc4c(c3)OCCO4)CC2)nc1	10
CCCS(=O)(=O)c1c(S(=O)(=O)CCC)c2c(N)cccn2c1C(=O)c1ccc(F)cc1	11
O=S(=O)(N/N=C\c1c(F)cccc1Cl)c1ccc(Cl)cc1	3
COc1cc(CNCCC2CCOC(C)(C)C2)ccc1O (stereo not given)	-2
CC1(C)Oc2nc3ccccc3n2/C1=C\C#N	-8

Reformatted field by field: 3 of the compounds above.
COc1ccc(CNC(=S)Nc2cccc(C)c2C)cc1
  Artemis endo inh: 0
O=C(NC1CCCCC1)N1CCc2[nH]c3ccccc3c2C1
  Artemis endo inh: 11
O=C(CCN1C(=O)c2ccccc2C1=O)OCN1C(=O)c2ccccc2C1=O
  Artemis endo inh: 1

(cont.)
compound	Artemis endo inh
O=C(Nc1ccc(N2C(=O)C3C4C=CC(C4)C3C2=O)cc1)Nc1cccnc1 (stereo not given)	3
O=C(Cc1ccccc1)N/N=C/C=C/c1cccc([N+](=O)[O-])c1	0
CCOC(=O)CC(=O)CSc1[nH]c(=O)cc(C)c1C#N	5
O=C1c2ccsc2SCCN1Cc1ccc(Cl)cc1Cl	8
CCCc1nc2scc(-c3ccc(C)cc3)c2c(=O)n1N	3
COc1ccc2[nH]cc(CCN3C(=O)CCC3=O)c2c1	-2
CC1(C)CC(=O)C=C(N=CC2=C(O)CC(C)(C)CC2=O)C1	-23
Cc1cc(Cl)c(S(=O)(=O)N2CCN(c3ccccc3)CC2)cc1OCC(N)=O	10
CCOC(=O)Nc1cc(C)c(Cl)cc1OC	-10
CCCCCC(=O)OC(CN1CCCCC1)CN1CCCC1=O (stereo not given)	-7
CN(C)Cc1c(O)ccc2oc(Cc3ccccc3)cc12	8
COc1ccc(S(=O)(=O)N2N=C(C)Oc3ccccc3C2=O)cc1	1
Cn1c(CNc2nc(-c3ccccc3)cs2)nnc1SCC(=O)N1CCc2ccccc21	18
N#C/C(=C/N1CCOCC1)c1ccccc1	-1
COc1ccc(-c2noc(Cc3ccccc3OC)n2)cc1	-2
CCOC(=O)c1c(C)cccc1OCC(N)=O	-7
CCCn1nnc(NC(=O)Cc2ccccc2)n1	-3
O=C1CCCC(O)=C1C=NCCc1ccccc1	-4
C=C(C)Cn1c(CCNC(=O)C(C)C)nc2ccccc21	-4
COc1cc(=O)[nH]c(=O)n1CC(=O)c1ccccc1	-5

Another view of part of the listing above:
molecule: O=S(=O)(N/N=C\c1c(F)cccc1Cl)c1ccc(Cl)cc1
  Artemis endo inh: 3
molecule: CCC(=O)Nc1cccc(NC(=S)NC(=O)c2ccccc2Cl)c1
  Artemis endo inh: -4

Continued:
compound	Artemis endo inh
CN(CCNC(=O)C1CCN(S(=O)(=O)c2cnc[nH]2)CC1)Cc1ccccc1	3
O=C(CN1C(=O)CCS(=O)(=O)c2ccccc21)NCc1ccc(F)cc1	1
CC1(C)CC(=O)C=C(Nc2ccccc2F)C1	7
CC1(C)CC(CC(=O)O)(c2ccccc2)CCO1 (stereo not given)	-14
COc1ccc(/C(C)=N/NC(=O)c2ccc(N(C)C)cc2)cc1	-6
CC(C)c1ccccc1OCC(=O)NCC(c1cccs1)N1CCOCC1 (stereo not given)	-4
COc1ccccc1CNC(=O)C(CCSC)NS(=O)(=O)c1ccc2c(c1)oc(=O)n2C (stereo not given)	-9
CC(C)C(=O)Nc1cccc(C(=O)Nc2nnc(C(C)(C)C)s2)c1	-1
COCCn1nnnc1C(c1ccc(OC)cc1OC)N1CCN(c2ccccc2)CC1 (stereo not given)	-2
COc1ccccc1OCC(=O)NNC(=S)NC(=O)c1ccco1	-9
CCc1ccc2[nH]c(=O)c(C(c3nnnn3CCOC)N3CCN(c4ccccc4F)CC3)cc2c1 (stereo not given)	16
O=C(CN(Cc1ccc2c(c1)OCO2)C(=O)c1cnsn1)NC1CCCC1	2
COc1ccc2oc(C(F)(F)C(F)(F)F)cc(=O)c2c1	-4
CCCC(=O)N(C)c1nnc(-c2ccc(OC)cc2)s1	6
CCOC(=O)c1oc2cc(O)cc(C)c2c(=O)c1-c1cscn1	-5
CCCC(=O)NC(=S)Nc1ccccc1F	0
CCCCCc1c(C)nc(SCC(=O)O)[nH]c1=O	-13
COc1ccc(CCNC(=O)c2cc(-c3ccc(C)cc3O)n[nH]2)cc1OC	5
Cc1cc(NC(=O)COC(=O)c2ccc(S(=O)(=O)N3CCCc4ccccc43)cc2)no1	4
CC1CCN(CCNC(=O)CCS(=O)(=O)c2ccc(Br)cc2)CC1	-1
Cc1oc(-c2ccccc2)cc1C(=O)Nc1ccccc1	3
